# PGK inhibitor = inhibitors of T. brucei phosphoglycerate kinase; PGK/GAPDH coupled, Kinase-Glo luminescence, 60 min; Potency, µM (titrated, usually from 57.5 µM), without a hit: at the highest dose activity change, negative = inhibition, hits mostly inhibitors; 380,000 compounds, 0.043% hits; AID 602233; further: potency means the concentration at half of the fitted maximal effect; on the % scale 0 is the no-effect control and ±100 the full control effect; nearly all actives have a fitted effect of over 60% in size
#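 Luminescent ATP detection (Kinase-Glo Plus) follows a 60-minute room-temperature incubation, with wells lacking PGK as controls. Buffer: 100 mM TEA (pH 7.6), 5 mM MgCl2, 0.01% Tween-20. Coupling enzyme GAPDH (100 nM final) supplies unstable 1,3-BPG in-well.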
# PI4K2A block = PI4K2A (human) kinase inhibition | Q9BTU6 | purified PI4K2A, ADP-Glo luminescence, 1 h; hits give low values | activity change, negative = inhibition, % at 76.9 µM | 420,000 compounds, 0.13% hits | AID 1346378; in the data active means activity change below about -50%; inconclusive means mostly about -30% to -49%;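 further: -100% = wells without enzyme as full effect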
#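 Compounds are screened against recombinant PI4K2A using PI as substrate and ATP, the latter dispensed at 300 microM. Reactions run one hour at ambient temperature before ADP-Glo detection; full inhibition defined by wells lacking enzyme.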
# GLS inh = inhibitors of human glutaminase (GLS) | Potency, µM (series often up to 45.5 µM), inactives show top-dose activity change, negative = inhibition, most hits filed as inhibitors | 410,000 compounds, 0.21% hits | AID 624170 | O94925 | GLS enzymatic activity, qHTS titration; further: potency means the concentration at half of the fitted maximal effect; on the % scale 0 is the no-effect control and ±100 the full control effect
# Target sequence (O94925 whole entry, looked up): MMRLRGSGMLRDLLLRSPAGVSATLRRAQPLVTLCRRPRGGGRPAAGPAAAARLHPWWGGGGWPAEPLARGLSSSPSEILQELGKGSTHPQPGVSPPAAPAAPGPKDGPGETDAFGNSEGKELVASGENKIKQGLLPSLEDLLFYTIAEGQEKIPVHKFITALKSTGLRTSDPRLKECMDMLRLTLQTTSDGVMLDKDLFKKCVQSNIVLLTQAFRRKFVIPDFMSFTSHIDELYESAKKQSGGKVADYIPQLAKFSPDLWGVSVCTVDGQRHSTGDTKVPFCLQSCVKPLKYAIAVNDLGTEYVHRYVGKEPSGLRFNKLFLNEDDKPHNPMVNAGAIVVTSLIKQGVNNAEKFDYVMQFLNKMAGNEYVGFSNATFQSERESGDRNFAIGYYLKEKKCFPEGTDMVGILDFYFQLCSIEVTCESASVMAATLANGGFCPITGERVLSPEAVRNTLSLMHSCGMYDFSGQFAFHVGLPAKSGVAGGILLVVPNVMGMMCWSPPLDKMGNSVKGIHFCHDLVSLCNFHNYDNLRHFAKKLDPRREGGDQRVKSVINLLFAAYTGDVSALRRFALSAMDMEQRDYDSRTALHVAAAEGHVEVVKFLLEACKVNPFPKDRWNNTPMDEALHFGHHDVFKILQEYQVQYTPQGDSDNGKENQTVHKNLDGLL
#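 hKGA; 45 mM KH2PO4 pH 8.2 + 0.02% Tween-20; cpd via pin tool; 1 mM Gln soln; GluOx/HRP/Amplex Red; RT 30 min; fluor. t0 & final.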
# Pin1 inh = human Pin1 inhibition; Q13526; Pin1 FP peptide displacement, HiFluor488, 10 min; Potency, µM (series often up to 115 µM), inactives show top-dose activity, negative = inhibition, hits mostly inhibitors; 390,000 compounds, 0.009% hits; AID 504891; active means well fitted inhibition curve with a large enough effect in the polarisation, with a control signal flat, not every such curve was filed as active; inconclusive means small, poorly fitted or top-dose-only effect, or effect the other way, or a change in a side signal; inactive means no such curve, though single readings can be large or run the other way; the % refers to the polarisation; further: potency means the concentration at half of the fitted maximal effect; on the % scale 0 is the no-effect control and ±100 the full control effect
# G9a block = G9a (human) methyltransferase inhibition | Q96KQ7 | G9a H3K9 monomethylation, AlphaScreen, 2 h | Potency, µM (series often up to 102 µM), without a hit: top-dose activity, negative = inhibition, most hits filed as inhibitors | 350,000 compounds, 8.8% hits | AID 504332; further: potency means the concentration at half of the fitted maximal effect; on the % scale 0 is the no-effect control and ±100 the full control effect; nearly all actives have a fitted effect of over 75% in size
# Target sequence (Q96KQ7 913-1193 limits assumed): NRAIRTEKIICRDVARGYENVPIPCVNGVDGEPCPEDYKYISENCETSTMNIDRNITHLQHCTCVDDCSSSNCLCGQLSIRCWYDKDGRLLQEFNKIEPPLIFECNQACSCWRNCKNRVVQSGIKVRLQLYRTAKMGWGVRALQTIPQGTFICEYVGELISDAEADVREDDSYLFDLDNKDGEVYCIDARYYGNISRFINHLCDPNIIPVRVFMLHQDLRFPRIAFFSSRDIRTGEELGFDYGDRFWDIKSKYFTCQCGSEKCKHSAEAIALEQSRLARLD
#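 Chemiluminescent proximity detection of H3K9 monomethylation, read after 10 min bead incubation in the dark. Reaction: 20 nM G9a, 500 nM biotin-H3K9 peptide, 20 uM SAM cofactor, 2 h, room temperature, following 15 min enzyme-compound preincubation.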
# BAZ2B block = inhibitors of human BAZ2B bromodomain; Q9UIF8; AlphaScreen BAZ2B-H3K14Ac peptide displacement; Potency, µM (doses to about 114 µM), inactives show at the highest dose activity change, negative = inhibition, usual class: inhibitors; 360,000 compounds, 4.4% hits; further: potency means the concentration at half of the fitted maximal effect; on the % scale 0 is the no-effect control and ±100 the full control effect; nearly all actives have a fitted effect of over 60% in size
#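 Complex of BAZ2B and biotin-H3K14Ac (50 nM apiece) forms over 30 min at RT, then faces library compounds up to 110 uM for another 30 min; AlphaScreen beads added, 20 min dark incubation, luminescence read.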
# POLH inh = DNA polymerase eta (human) inhibition. Potency, µM (top dose mostly 114 µM), for inactives: at the top dose activity change, negative = inhibition, hits mostly inhibitors. Q9Y253. recombinant Pol eta, fluorescent DNA replication assay. 390,000 compounds, 1.2% hits; further: potency means the concentration at half of the fitted maximal effect; on the % scale 0 is the no-effect control and ±100 the full control effect
#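 Fluorescent replication assay: 50 nM final substrate added after a 15 min room-temperature compound preincubation with 10 nM enzyme. Signal taken at 0 min and again at 10 min.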
# JMJD2A Tudor = inhibitors of human JMJD2A Tudor domain | AlphaScreen JMJD2A-Tudor / H3K4me3 peptide binding | AID 504339 | 390,000 compounds, 4.4% hits | Potency, µM (highest dose often 114 µM), without a hit: top-dose activity change, negative = inhibition, usual class: inhibitors | O75164; further: potency means the concentration at half of the fitted maximal effect; on the % scale 0 is the no-effect control and ±100 the full control effect; nearly all actives have a fitted effect of over 50% in size
# HP1b binding inh = blocks HP1-beta chromodomain binding to methylated histone tails. P83916. AlphaScreen HP1-beta / biotin-H3K9me3 peptide binding. Potency, µM (series often up to 114 µM), for the others: top-dose activity change, negative = inhibition, actives largely listed as inhibitors. 390,000 compounds, 0.56% hits. AID 540317; further: potency means the concentration at half of the fitted maximal effect; nearly all actives have a fitted effect of over 70% in size; inactives centre near 23
#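 Compound inhibition of the preformed complex between 50 nM HP1-beta and 50 nM biotinylated H3K9me3 peptide was read by AlphaScreen. Buffer was PBS pH 7.4 with 0.01% Tween-20. Incubations ran 30 min at room temperature, with 10 ug/mL donor/acceptor beads.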
# An asterisk follows results filed as active; i = inactive; u = inconclusive; x = no result given; & = joins results of further samples; [ ] = remark or other dose. Unless noted, the call rests on the fitted dose curve; in most records, active means well fitted curve in the direction sought with a large enough effect; inconclusive means small, poorly fitted or top-dose-only effect, or another doubt; inactive means no such curve, though single readings can be large; an effect the other way counts as inactive or inconclusive.
SMILES,PGK inhibitor,PI4K2A block,GLS inh,Pin1 inh,G9a block,BAZ2B block,POLH inh,JMJD2A Tudor,HP1b binding inh
O=C(CCCn1c(=O)[nH]c2ccsc2c1=O)N1CCN(c2cccc(C(F)(F)F)c2)CC1,-4%,0,7%,8%,9%[59 µM],-1%,-24%,-2%,30%
COc1cccc(OCc2nc3ccccc3n2Cc2ccccc2)c1,-6%,0,4%,-5%,51%[activator][59 µM],58%[activator],-25%,50%[activator],94%[activator]
CCCN(CC(=O)Nc1ccccc1OC)C(=O)c1ccccn1,-1%,2,4%,-4%,x,x,-16%,-11%,8%
CCC(C)NC(=O)NC(=O)CSc1nnc(-c2ccccc2F)n1C1CC1 (centres undefined),0%,2,-16%,0%,35µM*,3%,-8%,-3%,44%[activator]
CNC(=S)N/N=C/C1=CCC2CC1C2(C)C (centres undefined),-7%,-3,3%,-5%,6%,-24%,-22%,-15%,30%
CC(NC(=O)N1CCN(c2ccccc2F)CC1)c1ccc(F)c(F)c1 (centres undefined),-3%,2,0%,-7%,9%,1%,-5%,1%,5%
CC(OC(=O)CCN1C(=O)C2CC=CCC2C1=O)C(=O)Nc1cccc(Cl)c1 (centres undefined),1%,-2,1%,0%,-25%,9%,-11%,-3%,31%
CCC(CC)C(=O)Nc1cccc(-c2nc3ccccc3s2)c1,0%,-3,2%,0%,u,-30%,-15%,-13%,27%
Cn1cccc1/C=N/NC(=O)C(O)c1ccccc1 (centres undefined),i,-3,6%,6%,x,-33%,3%,-28%,28%
Cc1cc(NC(=O)CSc2nc(C)c(C)n2CC(C)C)no1,6%,0,13%,2%,x,x,-6%,-15%,-8%[57 µM]
CN(C)CC[C@@H](c1ccc(Cl)cc1)c1ccccn1,5%,-1&-4&1,-2%,-5%,21%[59 µM],x,-2%[57.1 µM],2%,33%
CC1=Nc2cc(C(=O)NC(C)C)ccc2Sc2ccc(C)cc21,-5%,-12,-4%,11%,-52%[59 µM],-38%,-27%,-34%,21%
Nc1nonc1C(=O)N/N=C/c1cc2c(cc1[N+](=O)[O-])OCO2,6%,-1,-3%,u,8%,-22%,2%,-6%,23%
CCC(C)C1C(C#N)=C(N)Oc2n[nH]c(-c3ccccc3)c21 (centres undefined),-6%,-2,6%,8%,-32%,10%,-22%,-14%,31%[activator]
N#Cc1cc(-c2ccccc2)nnc1Sc1ccccc1,i,-6,-4%,1%,21%[59 µM],7%,-20%,-8%,17%
O=C(Oc1ccccc1C(=O)N1CCOCC1)c1cccc(Br)c1,7%,-9,18%,-7%,-4%,-5%,-9%,-11%,38%
COC(=O)c1ccc(C)c(NC(=O)c2c(-c3ccccc3)noc2C)c1,-8%,-3,-4%,-5%,u,-3%,9%,u,16%
CCOC(=O)C1CCN(C(=O)c2ccco2)CC1,-11%,-4,8%,3%,-5%,0%,-7%,-5%,21%
Cc1cccc(/C=N/NC(=O)Cc2ccc(Cl)cc2)c1O,-8%,-3,5%,-3%,23%,9%,0%,-9%,36%
CC(C)CN1C(=O)c2ccc(NC(=O)c3ccco3)cc2C1=O,i,1,0%,-3%,x,-5%,-10%,2%,38%
NCCCC[C@H]1CNC(=O)C(=O)N1CCc1cccc(F)c1,-1%,1,-3%,4%,30%[59 µM],-8%,-15%,-16%,29%
COCCNC(=O)c1cc2cc3ccc(OC)cc3nc2o1,-5%,-4,-11%,-7%,8%,-19%,-14%,-16%,31%
Cc1cc(=O)[nH]c(-c2ccccc2)n1,8%,13,8%,-2%,6%,-2%,-12%,3%,26%
COc1ccccc1N(CC(=O)NCc1ccco1)S(=O)(=O)c1ccc(C)cc1,u,-13,30%[activator],x,32µM*,45µM*,10µM*,35µM*,45µM*
CCN(CC)CCn1c(NCc2ccc3c(c2)OCO3)nc2ccccc21,i,-7,28%,-13%,u,-4%,-4%,-25%,29%
Cc1c(C(=O)Nc2cccc(C(F)(F)F)c2)oc2ccc(S(=O)(=O)N3CCOCC3)cc12,-1%,-1,-1%,2%,52%[activator][12.7 µM],11%,-24%,-9%,35%
CCc1cccc(NC(=O)Cn2nc(CC)n3c(cc4cc(C)ccc43)c2=O)c1,i,3,4%,2%,10%[59 µM],6%,-21%,0%,29%
COc1ccc(-c2cc(C(=O)Nc3c(C)nn(Cc4ccccc4)c3C)no2)cc1,-3%,4,4%,1%,5%,0%,-3%,-22%,8%
Cc1ccc(NC(=O)N2CCN(c3nnc(C)c4c(C)n(-c5ccccc5)nc34)CC2)c(Cl)c1,x,-9,-4%,10%,1%[59 µM],-16%,x,-17%,56%[activator]
O=C(Cn1ncc2c1-c1ccccc1OC2)N1CCN(Cc2ccc3c(c2)OCO3)CC1,-1%,1,1%,1%,16µM*,-2%,-6%,-24%,12%
CCOc1ccccc1NC(=O)Nc1ccccc1OCc1cc(=O)n2ccccc2n1,-7%,0,-1%,3%,0%[59 µM],13%,1%,4%,25%[57 µM]
CC(C)c1ccc(NC(=O)C(Cc2ccccc2)NS(=O)(=O)c2ccc3c(c2)CCC(=O)N3)cc1 (centres undefined),-1%,0,3%,2%,3%[59 µM],-12%,-13%,-27%,37%
O=C(CSc1nc(C2CC2)nc2ccccc12)N1c2ccccc2Sc2ccccc21,-12%,-15,-3%,25%,-4%[59 µM],3%,0%,7%,23%
COc1ccccc1Cc1nc2ccccc2nc1SCC(=O)N1CCC(C)CC1,-1%,1,1%,32%[activator],-5%[59 µM],4%,-17%,1%,33%[57 µM]
CCOc1ccc(C2CC(=O)NC3=C2C(=O)CCC3)cc1 (centres undefined),-2%,6,3%,0%,-3%,8%,-13%,-9%,10%
Cc1coc2c(C)c3oc(=O)c(CCC(=O)NCCCN4CCCC4=O)c(C)c3cc12,i,3,-12%,-2%,10%[12.7 µM],-1%,-12%,-5%,39%
COc1cccc(CNC(=O)C(c2ccc(Cl)cc2)C(C)C)c1 (centres undefined),4%,5,6%,u,16%[59 µM],9%,-23%,-1%,27%
O=C(Cn1c(=O)oc2cc(S(=O)(=O)N3CCCC3)ccc21)NCc1ccccn1,-1%,0,-6%,5%,5%[59 µM],-3%,-6%,-2%,48%[activator]
CN(C)Cc1c[nH]c2nc[nH]c(=O)c12,-1%,-10,-8%,-1%,x,x,-2%,-21%,15%[57 µM]
NC(=O)c1ccccc1OCC(=O)N1CCCC1c1ccc2c(c1)OCCCO2 (centres undefined),-6%,0,-12%,-6%,-37%,7%,-21%,-2%,33%
O=C(O)/C=C/c1cn(-c2ncc(C(F)(F)F)cc2Cl)c2ccccc12,-7%,-3,15%,2%,-1%,1%,7%,-12%,28%
COc1ccc(C2=Nn3c(nnc3-c3ccc(OC)cc3)SC2)cc1,-5%,-10,3%,u,5%[59 µM],5%,-13%,u,-21%
CCOC(=O)Nc1ccc(S(=O)(=O)Nc2onc(C)c2C)cc1,-4%,-2,49%[activator],-6%,x,x,-2%,-14%,6%
CCC1CCCCN1S(=O)(=O)c1ccc([N+](=O)[O-])cc1 (centres undefined),-3%,5,-1%,-9%,71µM*,u,-4%,-36%,-1%
CCN1/C(=C\C=C(C(C)=O)C(C)=O)Sc2ccccc21,-1%,1,44%[activator],u,50µM*,u,-3%,-30%,-5%
CC(C)COc1ccc(C(=O)N(Cc2ccco2)C2CCS(=O)(=O)C2)cc1 (centres undefined),10%,-5,1%,-2%,-1%[59 µM],10%,-3%,-17%,31%
Cc1c(C)n2c3c(cccc13)CC2,i,3,1%,26%,69%[activator],15%,-4%,5%,29%
COc1ccccc1OCCNC(=O)c1ccco1,-5%,16,-16%,15%,3%,-12%,-16%,-5%,49%[activator]
O=C(CCS(=O)(=O)c1ccccc1)Nc1nc(-c2ccccn2)cs1,-1%,-2,-1%,-5%,x,x,4%,89µM*,30%
O=C(Nc1cccc(C(=O)OCc2cc(=O)n3c4c(sc3n2)CCCC4)c1)c1cccc(Cl)c1,6%,4,1%,1%,0%[12.7 µM],-11%,4%,-1%,27%
CCOc1ccc(N(C)S(=O)(=O)c2cnc[nH]2)cc1,2%,-2,5%,-6%,x,-2%,-3%,-9%,39%
C=C(C)C(=O)N1CC2(CC(c3cccc(NC(=O)/C=C\C=C/C)c3)=NO2)C[C@H]1C(N)=O (some centres undefined),-1%,u,3%,15%,u,-17%,13µM*,11µM*,-22%
COc1ccc(C(=O)NCC(=O)OCC(=O)c2ccccc2Br)cc1OC,-11%,4,-2%,x,x,x,-1%,x,x
CCNc1sc(S(C)(=O)=O)nc1S(=O)(=O)c1ccc(C)cc1,5%,-2,2%,17%,-12%[59 µM],1%,-4%,-1%,20%
Cc1nonc1N1CCN(Cc2cn[nH]c2-c2ccc3c(c2)OCO3)CC1,-9%,0,0%,-1%,9%,-3%,-19%,-22%,26%
O=C(COC(=O)c1cccc(Cl)c1)NC1CCCCCCC1,3%,0,-2%,u,u,31%[activator],-18%,21%,66%[activator]
COc1cc(/C=C/c2nc(C#N)c(N3CCCCC3)o2)cc(OC)c1OC,-6%,-9,8%,-1%,-4%[59 µM],-31%,-15%,-2%,41%[activator]
COCC(C)N=C1NN=C(c2c[nH]c3ccccc23)CS1 (centres undefined),5%,1,25%,3%,-4%[59 µM],-8%,-3%,-15%,32%

# These rows are one share of the data; the hit share may differ from the screen's.
